DUSP3 inh: inhibitors of human VHR1 phosphatase (DUSP3) | recombinant VHR phosphatase, pNPP absorbance | AID 1654 | 290,000 tested, 0.52% active | inhibition, % at 13.3 µM; in the data active = inhibition above about 50%; note: some compounds called inactive have numbers as strong as hits
Target sequence (P51452 whole entry, looked up): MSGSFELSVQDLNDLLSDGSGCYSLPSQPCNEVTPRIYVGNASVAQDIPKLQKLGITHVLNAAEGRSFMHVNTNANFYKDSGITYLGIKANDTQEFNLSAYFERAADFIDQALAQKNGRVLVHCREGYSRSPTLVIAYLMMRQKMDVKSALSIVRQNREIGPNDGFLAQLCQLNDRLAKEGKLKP
Anthrax LF inh2: inhibitors of Bacillus anthracis lethal factor protease. P15917. multiplex microsphere protease cleavage assay, LF. AID 588501. 360,000 tested, 0.12% active. inhibition, % at 10 µM; note: plate controls were buffer without enzyme for full effect and enzyme alone for no effect
BoNT-F LC inh: BoNT F light chain protease inhibition; inhibition, % at 10 µM; Multiplex microsphere protease cleavage assay, flow cytometry; 360,000 tested, 0.22% active; in the data active = inhibition above about 35%, passing the limit was not always enough; inconclusive = no clear call, values can overlap the other calls; note: plate controls were buffer without enzyme for full effect and enzyme alone for no effect
CCHFV vOTU inh: blocks the CCHF virus ovarian tumor domain protease; CCHFV vOTU protease, Pep-AMC fluorescence; inhibition, % at 11.5 µM; AID 651958; 370,000 tested, 0.55% active; in the data active = inhibition above about 30%; note: 0% = vehicle wells with enzyme and 100% = no enzyme wells
BoNT A protease: inhibitors of Botulinum neurotoxin A light chain protease. multiplex microsphere protease substrate cleavage, flow cytometry. inhibition, % at 10 µM. 360,000 tested, 0.17% active; note: plate controls were buffer without enzyme for full effect and enzyme alone for no effect
Rv3671c protease: Rv3671c (M. tuberculosis) protease inhibition | AID 2606 | 320,000 tested, 0.048% active | inhibition, % at 5.96 µM | P9WHR9; in the data active = inhibition above about 38%;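 note: extracellular domain of Rv3671c used as enzyme; 0% = enzyme with DMSO and 100% = no enzyme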
Target sequence (P9WHR9 whole entry, looked up, the tested form may be a part): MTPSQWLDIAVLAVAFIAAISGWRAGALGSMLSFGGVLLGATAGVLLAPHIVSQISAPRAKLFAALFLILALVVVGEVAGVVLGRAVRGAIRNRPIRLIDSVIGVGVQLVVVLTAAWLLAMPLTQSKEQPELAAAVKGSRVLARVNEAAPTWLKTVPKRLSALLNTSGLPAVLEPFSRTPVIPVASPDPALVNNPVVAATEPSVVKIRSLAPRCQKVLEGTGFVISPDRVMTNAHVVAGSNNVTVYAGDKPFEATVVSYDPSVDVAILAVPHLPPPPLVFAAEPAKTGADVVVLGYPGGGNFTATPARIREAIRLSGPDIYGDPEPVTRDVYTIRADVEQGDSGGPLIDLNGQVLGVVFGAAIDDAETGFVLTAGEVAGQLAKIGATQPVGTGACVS
SSB-PriA inh: blocks PriA binding to SSB C-terminal tail; AlphaScreen SSBct-PriA binding, biotinylated peptide; inhibition, % at 33 µM; 430,000 tested, 0.6% active; AID 1272365; in the data active = inhibition mostly above about 37%, no sharp cut-off; inactive = mostly below about 20%;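 note: plate controls were negative control peptide for no effect and reference peptide for full effect; strong numbers were not always called active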
SARS 3CLpro inh: SARS-CoV 3CLpro protease inhibition; P0C6X7; recombinant SARS-CoV 3CLpro, quenched FRET peptide cleavage; inhibition, % at 6 µM; 290,000 tested, 0.14% active; in the data active = inhibition above about 12%
MazF activator: MazEF (E. coli) toxin RNase activation; P0AE70; FAM/BHQ RNA-DNA oligo cleavage fluorescence, 5 h; activation, % at 20 µM; 350,000 tested, 0.32% active; in the data active = activation above about 50%
Target sequence (P0AE70 whole entry, looked up): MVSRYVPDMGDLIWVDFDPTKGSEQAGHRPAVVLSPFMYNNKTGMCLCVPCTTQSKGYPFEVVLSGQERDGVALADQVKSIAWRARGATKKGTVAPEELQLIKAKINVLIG
PrPC surface inh: reduces human prion protein on the cell surface. inhibition, % at 13.8 µM. 370,000 tested, 0.43% active. AID 720596. P04156. cell surface PrPC, TR-FRET read-out; in the data active = inhibition above about 24%; note: 0% = median of the test wells and 100% = reference compound wells
An asterisk follows results filed as active; i = inactive; ? = inconclusive; nt = no result given. Cut-off read from the data, not from the text of the source, unless noted: active = inhibition above about 30%; inconclusive = no clear call, values can overlap the other calls; inactive = below that. An excerpt; rates above refer to the full screens.

SMILES	DUSP3 inh	Anthrax LF inh2	BoNT-F LC inh	CCHFV vOTU inh	BoNT A protease	Rv3671c protease	SSB-PriA inh	SARS 3CLpro inh	MazF activator	PrPC surface inh
Cc1cc(N2CCOCC2)nc2ccc(NC(=O)CCC(=O)N3CCC(C)CC3)cc12	26	-2	0	-53	1.9	-6	10	-1	7	0
COC(=O)/C=C1/SC(=NC(=O)c2ccc(Cl)cc2)NC1=O	nt	-8	-4	-7	0.3	-3	-11	nt	11	-9
CCOc1nc(NC(=O)NS(=O)(=O)Oc2ccccc2Cl)nc(-c2ccccc2)n1	-33	1	-4	3	1.2	-4	-4	-5	-2	2
Nc1nc2c(nc(N3CCCCC3)n2[C@@H]2O[C@H](CO)[C@@H](O)[C@H]2O)c(=O)[nH]1	13	-6	?	4	0.2	3	4	2	-1	-2
O=[N+]([O-])c1ccc(CSC2=NCCS2)cc1	18	-5	?	2	-3.4	6	0	-3	4	6
COc1ccc(CN(C#N)c2nc(C)cc(C)n2)cc1	9	18	?	3	0.3	nt	-22	-4	5	0
COC(=O)C(C(=O)N1CCN(C)CC1)C1CCCCCC1 (configuration not stated)	12	-2	-1	9	0.1	6	-5	2	4	0
COc1ccc(CN2C[C@@H](CO)O[C@@H](n3cnc4c(NCc5cc(OC)c(OC)c(OC)c5)ncnc43)C2)cc1	nt	6	-4	9	-0.3	nt	nt	nt	nt	-9
CCc1nc2c(OCc3ccccc3)cccn2c1N(C)C(=O)c1ccc(OC)cc1	nt	-2	2	-1	-1.0	nt	nt	nt	nt	3
Cn1c2c(c(=O)[nH]c1=O)C(c1cccc(O)c1)C1=C(N2)c2ccccc2C1=O (configuration not stated)	17	-8	-6	-2	0.3	nt	2	1	9	-11
Cc1ccc(C)c(N2CCN(C(=O)C3CCN(c4nnc(N5CCCC5=O)s4)CC3)CC2)c1	44	-7	-11	2	0.1	1	-15	1	-7	11
CCn1ccnc1CN1CCc2c([nH]c3ccccc23)C1C1CCCCC1 (configuration not stated)	-9	8	17	-7	4.3	0	-13	9	-3	-2
Cc1nn(CC2CC2)c(=O)n1-c1ccc(Cl)cc1	5	-4	-6	0	0.0	-5	-1	0	4	4
Nc1ccc(Oc2ccc3nc(-c4ccccc4)c(-c4ccccc4)nc3c2)cc1	24	-4	-6	5	-0.2	7	-9	6	-3	5
COc1ccc(N2CCN(C(=O)c3ccc(C)cc3Cl)CC2)cc1	-3	-7	-2	6	0.8	4	-2	2	1	-7
Cc1cc(/C([O-])=C(/C(=S)Nc2ccccc2)[n+]2ccccc2)c(C)n1-c1ccccc1	12	6	-32	-4	5.3	-2	nt	1	9	-2
OCC1(Cc2cccc(Cl)c2)CCCN(Cc2ccc(F)c(F)c2)C1 (configuration not stated)	12	-3	6	2	-1.5	-7	-20	-4	1	1
O=C(C[C@H]1C/C=C\C[C@@H](Cc2ccc(F)cc2)C(=O)OC[C@H]2CCCN2C1=O)N[C@@H](CO)Cc1ccccc1	nt	-1	2	2	-0.6	-9	nt	nt	9	4
COc1ccc2c(COC(=O)CNS(=O)(=O)c3ccc(C)c(C)c3)cc(=O)oc2c1	nt	6	-7	-61	0.2	-8	7	nt	2	-3
O=[N+]([O-])c1ccccc1Oc1ccccc1Cl	29	0	0	10	-0.1	2	-14	1	-11	1
COc1ccc(NC(=O)Cn2cccc2)cc1Cl	4	-2	1	-3	2.1	-10	3	2	5	-4
Nc1ccc(CCCC(=O)NCc2cccnc2)cc1	nt	-7	4	3	0.7	nt	nt	nt	8	4
CCc1ccc(CNC(=O)c2ccc(OC3CCN(C(=O)COC)CC3)cc2)nc1	30	-3	-2	4	-0.3	nt	-6	-1	0	6
COc1ccc(S(=O)(=O)n2cccc2)c(OC)c1	4	-16	-64	-5	-26	1	-10	-2	7	4

3 entries out of the list, ordered by heavy-atom count, falling.
SMILES	DUSP3 inh	Anthrax LF inh2	BoNT-F LC inh	CCHFV vOTU inh	BoNT A protease	Rv3671c protease	SSB-PriA inh	SARS 3CLpro inh	MazF activator	PrPC surface inh
CCc1ccc(CNC(=O)c2ccc(OC3CCN(C(=O)COC)CC3)cc2)nc1	30	-3	-2	4	-0.3	nt	-6	-1	0	6
Nc1ccc(CCCC(=O)NCc2cccnc2)cc1	nt	-7	4	3	0.7	nt	nt	nt	8	4
COc1ccc(S(=O)(=O)n2cccc2)c(OC)c1	4	-16	-64	-5	-26	1	-10	-2	7	4

Additional entries.
SMILES	DUSP3 inh	Anthrax LF inh2	BoNT-F LC inh	CCHFV vOTU inh	BoNT A protease	Rv3671c protease	SSB-PriA inh	SARS 3CLpro inh	MazF activator	PrPC surface inh
COc1ccc2nc(NN=C(C)c3ccccn3)cc(C)c2c1	nt	18	-3	7	9.2	nt	26	nt	2	7
CC(C)Oc1cccc(-c2nnc(SCC(=O)Nc3ccc4c(c3)OCCO4)n2N)c1	19	1	-2	2	0.6	-3	2	1	3	0
O=C(Nc1ccc2c(c1)OCO2)N1CCC(CO)(CC2CCCCO2)CC1 (configuration not stated)	20	-2	-2	-9	-1.2	-3	-2	-1	11	6
CCCc1cc(C(=O)NCCc2ccccc2)no1	11	-4	-11	6	-1.1	1	-10	2	-2	-3
C/C(=N\O)c1ccc(Cl)cc1Cl	36	-4	-8	-2	-0.5	11	nt	1	-3	-3
Oc1ccc(/C=N/NC(=S)NCCN2CCOCC2)c(O)c1	37	-1	-7	6	-1.6	7	nt	-1	-1	2
CCNC(=O)/C(=C/c1ccc2c(c1)OCO2)NC(=O)c1ccc(Br)cc1	-7	0	-14	24	0.7	5	-23	-4	-2	-6
CCN(CC(=O)Nc1ccc2c(c1)OCCO2)C(=O)CN1C(=O)NC(C)(c2ccc(C)cc2)C1=O (configuration not stated)	nt	-5	3	13	-0.7	-1	0	nt	5	7
CC(C)C(c1nnnn1Cc1ccc2c(c1)OCO2)N1CCN(C)CC1 (configuration not stated)	18	4	-4	-7	0.1	-3	-5	1	-2	-3
Cc1nc(NC(=O)c2ccccc2[N+](=O)[O-])sc1C(=O)N(C)C	-4	2	5	2	0.3	-1	-1	-5	4	0
N#CC(Nc1ccccc1)c1ccccc1OCc1ccccc1 (configuration not stated)	29	-2	-4	-5	-0.1	-3	-58	-1	4	1
Fc1ccc(-[n+]2nc(Nc3ccccc3)sc2-c2c(Cl)cccc2Cl)cc1	13	-5	-12	14	-0.5	-3	46*	-4	-1	2
O=c1[nH]c(Nc2ccc3c(c2)OCCO3)nnc1Cc1ccccc1	14	0	1	-13	-1.3	7	-18	3	5	-2
CCCCn1nnnc1C(c1ccccc1)N1CCN(C(=O)c2ccco2)CC1 (configuration not stated)	nt	-6	1	3	-0.7	nt	nt	nt	nt	-1
CC(=O)OC1CCC2(C)C(CCC3C2CC(=NO)C2(C)C(C(C)OC(C)=O)CCC32)C1 (configuration not stated)	nt	0	0	-4	0.0	nt	1	nt	-1	9
Cc1nc(C(=O)NCC(=O)c2ccc(Cl)cc2)c(C(F)(F)F)o1	0	-4	-2	-4	0.5	-3	-3	0	-2	-4
O=C(COc1ccc2c(c1)OCO2)Nc1nncs1	-8	2	5	9	0.5	-13	-11	-3	10	4
CCN(C(=O)CSc1cc(C)c2ccccc2n1)c1c(N)n(Cc2ccccc2)c(=O)[nH]c1=O	-3	-5	-1	10	-1.4	1	-4	4	6	1
CCN(CC)CC#CCC(O)(c1ccccc1)C1CCCCC1 (configuration not stated)	24	-9	-2	12	-0.4	-3	-13	-3	-7	6
Cc1cccc2c(N)c3c(nc12)CCCC3 (tested in a mixture with another compound)	-5	4	4	7	-0.9	nt	nt	2	-15	-10
O=C(O)c1ccc(Cn2cnc3cccnc32)cc1	-5	-3	6	-4	-2.5	5	-11	-1	-21	3
O=C(Nc1ccc(Cl)c(S(=O)(=O)N2CCOCC2)c1)c1cc2ccccc2oc1=O	nt	-4	-1	-1	0.1	0	-9	nt	5	0
CC1CN(C(=O)COC(=O)c2ccc(N)c([N+](=O)[O-])c2)CC(C)O1 (configuration not stated)	-17	0	1	7	-1.1	7	-13	-3	5	-13
Cc1nnc(NC(=O)CSc2ccccc2N)s1	40	-9	1	3	-0.4	3	0	-3	6	-2
O=C1[C@H]2[C@@H](c3ccc(Cl)cc3)N3C(=O)N(c4cccc(F)c4)C(=O)[C@@]3(Cc3ccccc3)[C@H]2C(=O)N1C1CCCCC1	nt	-8	-10	5	-0.4	-21	10	nt	-8	-2
C/C(=N/NC(=O)c1nnn(-c2nonc2N)c1-c1ccccc1)c1ccncc1	20	-15	-29	-13	-6.9	-2	nt	3	9	0
COc1ccc(S(=O)(=O)Nc2cccc(C(C)=O)c2)cc1Br	26	1	-2	17	0.3	-7	-5	1	-9	-1
Cc1ccc(S(=O)(=O)Nc2ccccc2F)cc1C(=O)NCCCN1CCCC1=O	29	-2	-1	-7	-0.8	3	-5	3	3	-1
COc1ccc(N2CC(C(=O)NCCS(=O)(=O)N3CCN(c4ccccc4)CC3)CC2=O)cc1 (configuration not stated)	3	0	1	-1	-0.5	-5	-13	0	1	-2
Cn1c(=O)c2c(nc(Cl)n2CC(=O)NC2(C#N)CCCCC2)n(C)c1=O	nt	2	5	-5	1.0	-8	-8	nt	-2	2
Cc1ccc(C(=O)C(C)OC(=O)Cc2n[nH]c(=O)c3ccccc23)cc1 (configuration not stated)	nt	2	4	-3	-0.9	2	1	nt	-7	-2
CC(NC(=O)c1ccco1)c1ccc(-n2ccnc2)cc1 (configuration not stated)	nt	0	0	0	-0.7	9	-1	nt	7	2
O=C(OC1CCCCC1)c1cc2ccccc2oc1=O	5	-4	0	-8	2.6	-10	-8	-4	0	10
CCOP(=O)(OCC)C(C#N)=C1SCN(c2ccccc2)CS1	nt	-4	-4	6	-0.6	4	-18	-2	2	0
CCCOC(=O)C1=C(C)NC2=C(C(=O)CC(C)(C)C2)C1c1cccnc1 (configuration not stated)	1	0	-1	-65	-0.3	-3	-1	3	0	3
O=C(C1=C[C@H](c2ccc3c(c2)OCO3)C[C@H](OCc2ccc(CO)cc2)O1)N1CCOCC1	16	5	0	-8	0.3	4	-6	2	9	5

Compounds listed so far containing bromine:
SMILES	DUSP3 inh	Anthrax LF inh2	BoNT-F LC inh	CCHFV vOTU inh	BoNT A protease	Rv3671c protease	SSB-PriA inh	SARS 3CLpro inh	MazF activator	PrPC surface inh
CCNC(=O)/C(=C/c1ccc2c(c1)OCO2)NC(=O)c1ccc(Br)cc1	-7	0	-14	24	0.7	5	-23	-4	-2	-6
COc1ccc(S(=O)(=O)Nc2cccc(C(C)=O)c2)cc1Br	26	1	-2	17	0.3	-7	-5	1	-9	-1

Going on with the list.
SMILES	DUSP3 inh	Anthrax LF inh2	BoNT-F LC inh	CCHFV vOTU inh	BoNT A protease	Rv3671c protease	SSB-PriA inh	SARS 3CLpro inh	MazF activator	PrPC surface inh
C#CCNC(=O)C1=C[C@@H](C2CC2)C[C@@H](OCc2ccc(CO)cc2)O1	26	-8	3	17	-0.1	-1	-5	-3	6	3
CCN(CC)C(=S)SCC(=O)Nc1ccc(S(N)(=O)=O)cc1	7	1	1	0	0.2	-2	-2	2	-2	12
CCC(C(=O)O/N=C(\N)c1cccc(C)c1)c1ccccc1 (configuration not stated)	8	-4	-31	14	-1.7	3	i	-1	-3	0
COc1cccc(C(C(=O)NC(C)(C)C)N(C(=O)CCC(=O)Nc2cc(C)on2)C(C)C)c1OC (configuration not stated)	13	-2	-8	-7	-0.5	-4	-4	-2	1	-3
O=C(O)CSCC(=O)N1CCN(c2ccnc3cc(Cl)ccc23)CC1	11	-2	-30	nt	-2.2	-6	-3	7	14	nt
CN1C(=O)C(C)(C)c2cc(S(=O)(=O)N3CCCC3C(=O)NCc3ccccc3Cl)ccc21 (configuration not stated)	6	4	-6	12	0.3	2	-10	0	5	-4
Cc1cccc(N2CCN(C(=O)c3cccc(N4CCCC4=O)c3)CC2)c1C	-4	-2	2	-9	0.7	-2	1	1	12	0
Cc1oc(-c2ccc(F)cc2)nc1CN(Cc1ccccn1)CC1CCCO1 (configuration not stated)	6	1	-3	-11	1.4	0	-10	-1	5	-3
CCOC(=O)CNC(=O)CNC(=O)C(Cc1ccc(N(CCCl)CCCl)cc1)NC(C)=O (configuration not stated)	20	-1	5	4	-1.0	15	-3	-1	-2	-3
Cc1onc(-c2ccccc2Cl)c1C(=O)NCCCN1CCOCC1	30	-5	-1	12	-0.9	-4	-8	6	-13	2

From PubChem BioAssay
